SMN2 splice enh = enhancers of SMN2 splice variant expression; HEK293 SMN2-luciferase splicing reporter, luminescence, 30-36 h; Potency, µM (top dose mostly 46.1 µM), without a hit: at the top dose activity change, positive = activation, hits mostly activators; 2.8% of 210,000 active; AID 1458; further: % of control where 0% means no effect; nearly all actives have a fitted effect of over 55% in size
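qHTS luciferase splicing reporter: luminescence rises when SMN2 exon 7 is included in transfected HEK293 cells. Compound exposure lasted 30-36 h at 37C, with 4.5 mM final sodium butyrate as control, followed by a ONE-Glo read.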
NPSR antagonist = neuropeptide S receptor (human) antagonism, cAMP; CHO-NPSR cells, cAMP TR-FRET, antagonist mode; Potency, µM (titrated, usually from 38.3 µM), for the others: at the top dose activity change, negative = inhibition, actives largely listed as inhibitors; 1% of 220,000 active; further: on the % scale 0 is the no-effect control and ±100 the full control effect; nearly all actives have a fitted effect of over 50% in size; many of its hits are not listed in these tables
Target sequence (Q6W5P4 whole entry, looked up): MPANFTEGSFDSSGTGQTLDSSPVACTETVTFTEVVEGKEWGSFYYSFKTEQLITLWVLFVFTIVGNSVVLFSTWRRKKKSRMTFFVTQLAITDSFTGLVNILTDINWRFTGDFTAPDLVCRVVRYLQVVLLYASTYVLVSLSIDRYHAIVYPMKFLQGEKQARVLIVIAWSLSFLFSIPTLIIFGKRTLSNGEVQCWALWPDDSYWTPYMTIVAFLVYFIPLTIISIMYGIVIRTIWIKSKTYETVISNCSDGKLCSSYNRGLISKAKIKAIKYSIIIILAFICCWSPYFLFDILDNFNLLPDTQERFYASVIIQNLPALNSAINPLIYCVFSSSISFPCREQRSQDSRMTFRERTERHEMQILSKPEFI
Luc counter = blocks Kinase-Glo luciferase, a counter-screen artifact. Q27757. Kinase-Glo luciferase, ATP luminescence, 8 min. Potency, µM (top dose mostly 38.3 µM), without a hit: at the highest dose activity change, negative = inhibition, hits mostly inhibitors. 0.28% of 200,000 active; further: on the % scale 0 is the no-effect control and ±100 the full control effect; nearly all actives have a fitted effect of over 60% in size
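Inhibition of Kinase-Glo luciferase light generation was assessed at 10 uM ATP in pH 7.2 imidazole buffer, with luminescence measured after eight minutes at ambient temperature.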
RECQ1 inh = RECQ1 (human) helicase inhibition; P46063; Potency, µM (series often up to 57.3 µM), for inactives: top-dose activity, negative = inhibition, usual class: inhibitors; RECQ1 DNA unwinding, red fluorescence kinetic read; 0.54% of 240,000 active;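 further: plate controls were vehicle for no effect and no enzyme for full effect; nearly all actives have a fitted effect of over 30% in size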
Target sequence (P46063 whole entry, looked up): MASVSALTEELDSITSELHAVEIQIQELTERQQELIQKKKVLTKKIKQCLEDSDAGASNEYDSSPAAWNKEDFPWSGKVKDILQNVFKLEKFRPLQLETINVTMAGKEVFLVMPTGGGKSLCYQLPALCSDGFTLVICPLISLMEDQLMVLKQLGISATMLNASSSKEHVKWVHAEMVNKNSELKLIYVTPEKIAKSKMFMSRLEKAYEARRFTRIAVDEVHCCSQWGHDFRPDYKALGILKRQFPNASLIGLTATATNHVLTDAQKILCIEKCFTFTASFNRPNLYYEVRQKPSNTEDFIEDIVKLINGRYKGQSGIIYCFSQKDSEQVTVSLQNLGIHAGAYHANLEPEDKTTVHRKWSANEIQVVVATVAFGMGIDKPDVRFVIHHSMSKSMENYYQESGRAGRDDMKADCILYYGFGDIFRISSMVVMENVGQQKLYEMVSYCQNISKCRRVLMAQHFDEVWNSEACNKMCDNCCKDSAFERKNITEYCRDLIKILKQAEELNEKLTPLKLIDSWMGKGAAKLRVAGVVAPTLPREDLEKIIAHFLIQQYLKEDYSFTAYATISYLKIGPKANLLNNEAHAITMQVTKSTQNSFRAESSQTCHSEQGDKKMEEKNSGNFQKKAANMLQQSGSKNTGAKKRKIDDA
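RECQ1T1 50 nM; forked duplex (20 bp + 30-nt ss tails) 200 nM, ATP 2 mM final; pH 8.0, 2 mM MgCl2, 2.5 ug/ml poly(dI-dC); 15 min compound preincubation; discontinuous kinetic read over 2 h at RT.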
RGS12 GoLoco inh = inhibitors of human Gai1-RGS12 GoLoco interaction (red fluorophore) | P63096 | Gai1:RGS12 GoLoco peptide FP, rhodamine, 10 min | Potency, µM (series often up to 61.6 µM), for the others: top-dose activity, negative = inhibition, actives largely listed as inhibitors | 0.44% of 230,000 active; active means well fitted inhibition curve with a large enough effect, not every such curve was filed as active; inactive means no such curve, though single readings can be large or run the other way; further: on the % scale 0 is the no-effect control and ±100 the full control effect; nearly all actives have a fitted effect of over 30% in size; many of its hits are not listed in these tables
IMPase Li inh = cell-permeable IMPase inhibitors with lithium potentiation. 0.35% of 210,000 active. CHO-M1 cells, IP1 TR-FRET (IP-One), carbachol + lithium. Potency, µM (doses to about 59.4 µM), for the others: at the highest dose activity, negative = IMPase inhibition, hits mostly inhibitors. AID 1457;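 further: IP1 builds up when IMPase is blocked and the TR-FRET signal falls; plate controls were basal vehicle for no effect and high inhibitor control for full effect; nearly all actives have a fitted effect of over 50% in size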
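Concentration–response in CHO-M1 cells, lithium-potentiated; 30 min at 37C. IP1 detected by competitive TR-FRET after 10 min lysis at RT. Hill-fitted AC50.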
Epigenetic derep = regulators of epigenetic silencing causing reporter derepression in mouse cells; 0.2% of 280,000 active; Potency, µM (doses to about 53.9 µM), for inactives: at the highest dose GFP activation, usual class: activators; AID 1865; murine LDR cells, GFP reporter derepression, 30 h; further: % of control where 0% means no effect; nearly all actives have a fitted effect of over 60% in size
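GFP-positive cell count by laser-scanning cytometry (objects 20–120 um) after 30 h, 37 C compound exposure of murine LDR cells; reporter is CMV-GFP integrated at a silenced locus, inducible by HDAC or DNMT inhibitors.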
KDM4E inh = JMJD2E (human) inhibition. JMJD2E catalytic domain, FDH-coupled NADH fluorescence (FDH is formaldehyde dehydrogenase). Potency, µM (titrated, usually from 57.1 µM), without a hit: at the highest dose activity change, negative = inhibition, actives largely listed as inhibitors. 1.6% of 230,000 active. B2RXH2; active means well fitted inhibition curve with a large enough effect, not every such curve was filed as active; inconclusive means small, poorly fitted or top-dose-only effect, or another doubt; inactive means no such curve, though single readings can be large or run the other way;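 further: 0% = wells with enzyme and -100% = buffer wells without enzyme; nearly all actives have a fitted effect of over 50% in size; many of its hits are not listed in these tables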
* marks the source's active call; other numbers are inactive results; i = inactive; u = inconclusive; x = no result given; & = joins results of further samples; [ ] = another dose, or the depositor's remark. Unless noted, the call rests on the fitted dose curve; in most records, active means well fitted curve in the direction sought with a large enough effect; inconclusive means small, poorly fitted or top-dose-only effect, or another doubt; inactive means no such curve, though single readings can be large; an effect the other way counts as inactive or inconclusive. Potency means the concentration at half of the fitted maximal effect. The list is partial (hit frequency here may not be typical).

#	Compound	SMN2 splice enh	NPSR antagonist	Luc counter	RECQ1 inh	RGS12 GoLoco inh	IMPase Li inh	Epigenetic derep	KDM4E inh
1	Cc1cc(OCC(F)(F)C(F)(F)C(F)(F)C(F)F)nc(N)n1	5%	-7%[46.1 µM]	-5%	-7%	1%	-13%[38.3 µM]	u	-3%
2	CCOC(=O)c1cnc2c(-c3ccc(Cl)cc3)c(C)nn2c1N	-5%	-4%[46.1 µM]	1%	-11%	9%	-8%	1.2%	u
3	CNc1nc(OC)nc(N(C#N)CN2C(=O)c3ccccc3S2(=O)=O)n1	-6%	-32%	-3%	-18%	10%	14%	4.1%	2%
4	COc1ccc(C(=O)O/N=C2\CCS(=O)(=O)c3sccc32)cc1	x	-26%	4%	-3%	-4%	16%	-0.7%	6%
5	Cc1[nH]c(=O)[nH]c(=O)c1S(=O)(=O)N1CCC(C(=O)NC(C)c2ccccc2)CC1 (stereo unspecified)	-17%	15%	16%	0%	4%	-8%	0.1%	-8%
6	O=C(Cc1ccccc1F)c1ccc(O)cc1O	x	1%	-2%	17%	4%	6%	1.5%	-10%
7	Nc1nc(SCc2ccccc2)n[nH]1	x	0%[7.67 µM]	x	-11%	8%	x	-0.3%	-3%
8	Cc1nc(NC2=NCN(Cc3ccc4c(c3)OCO4)CN2)nc2ccccc12	1%	-2%[46.1 µM]	-2%	7%	-1%	6%[38.3 µM]	1.7%	7%

#	Compound	SMN2 splice enh	NPSR antagonist	Luc counter	RECQ1 inh	RGS12 GoLoco inh	IMPase Li inh	Epigenetic derep	KDM4E inh
9	CCCCC/C=C\C/C=C\CCCCCCCC(=O)O	-1%&6%&3%	x	3%	-3%&-7%&-21%	-6%&6%&6%&10%	-12%&9%&0%	0.8%&-0.3%	2%
10	CC(C)(C)C(=O)Nc1nnc(Cc2ccccc2)s1	-6%	10%[46.1 µM]	-2%	-1%	2%	-1%	4.7%	2%
11	Fc1ccccc1/C=N/Nc1ncnc2nc[nH]c12	13µM*	-15%	-14%	-2%	15%	5%	-7.0%	8%
12	CCSc1nc(N)c(C#N)c(-c2ccco2)c1C#N	8%	-2%[46.1 µM]	3%	6%	8%	-10%	-2.0%	u
13	CC(=O)c1sccc1NC(=O)CC(C)(C)CC(=O)O	x	-10%	x	-4%	-2%	x	-0.1%	-26%
14	NS(=O)(=O)c1ccc(N/N=C/c2ccccc2C(=O)O)c([N+](=O)[O-])c1	-3%	-3%	-3%	0%	15%	-3%	-2.2%	u
15	COc1ccc(N2CCN(C(=O)CSc3nnc(CNc4ccccc4)o3)CC2)cc1	-37%[inhibitor]	-1%[46.1 µM]	1%	-7%	6%	3%	-1.0%	3%
16	COc1ccc(-n2cnnc2SCC(=O)N2CCN(S(=O)(=O)c3ccccc3)CC2)cc1	-16%	u	-4%	-5%	-5%	32%[38.3 µM]	1.4%	4%

#	Compound	SMN2 splice enh	NPSR antagonist	Luc counter	RECQ1 inh	RGS12 GoLoco inh	IMPase Li inh	Epigenetic derep	KDM4E inh
17	O=C(O)CC/C(=N\NC(=O)c1ccccc1)c1cccs1	10%	10%	-1%	-3%	8%	-2%	-2.5%	-8%
18	Cc1cc(=O)oc(C)c1C(=O)N1CCN(Cc2ccc3c(c2)OCO3)CC1	x	8%[46.1 µM]	x	-6%	x	x	1.1%	2%
19	O=C(Nc1cccc(Cl)c1)c1ccc(Cn2cc(Cl)cn2)cc1	21%	-38%	0%	-9%	7%	-1%	-1.0%	-1%
20	CCS(=O)(=O)N1Cc2ccccc2CC1C(=O)Nc1ccc(OC)cc1 (stereo unspecified)	19%	6%	-1%	i	-8%	9%	1.1%	7%
21	N=c1c2c3c(sc2ncn1N)CCCC3	x	-9%	0%	9%	16%	9%	0.0%	-26%
22	O=S(=O)(NCc1ccccn1)c1cc(OCC(F)(F)F)ccc1OCC(F)(F)F	x	-6%	x	-4%	1%	x	0.0%	3%
23	CC(C)C(=O)Nc1nc2cc3c(cc2s1)OCCO3	x	-19%	x	16%	1%	x	0.5%	3%
24	COc1cccc(CNC(=O)N[C@@H](CC(C)C)C(=O)O)c1	-10%	-4%[46.1 µM]	8%	-9%	-7%	36%[activator][38.3 µM]	5.9%	2%

#	Compound	SMN2 splice enh	NPSR antagonist	Luc counter	RECQ1 inh	RGS12 GoLoco inh	IMPase Li inh	Epigenetic derep	KDM4E inh
25	O=Cc1s/c(=N\S(=O)(=O)c2ccccc2)n(CCCCl)c1Cl	-60%[inhibitor]	10µM*	-2%	8%	12%	25%	u	3%
26	Clc1ncn(C23CC4CC(CC(C4)C2)C3)n1	-24%	-4%[46.1 µM]	0%	-17%	3%	-4%[38.3 µM]	-0.7%	-1%
27	COC(=O)Cc1[nH]n(-c2nc3ccccc3s2)c(=O)c1C(C)=Nc1ccc(OC)cc1	x	-39%	x	-1%	131%[activator]	x	1.1%	13%
28	COc1ccc(OC)c(C2C(C(=O)c3cccs3)=C(O)C(=O)N2c2cc(C)on2)c1 (stereo unspecified)	u	-22%[46.1 µM]	-1%	5%	-3%	-1%[38.3 µM]	-1.1%	-5%
29	O=C(Nc1ccccc1Cl)c1ccc(COc2ccc3c(c2)CCC3)cc1	6.3µM*	-7%	0%	-6%	4%	3%	-1.0%	6%
30	CCC(C(=O)O)n1nnc(-c2ccc(-c3ccc(OC)cc3)cc2)n1 (stereo unspecified)	u	-8%[46.1 µM]	-1%	-5%	0%	24%[38.3 µM]	-1.0%	u
31	Cc1cc(N=Cc2c(O)ccc3cc(Br)ccc23)no1	-2%	-32%	-4%	-2%	-13%	u	3.9%	u
32	COCCCNC(=O)[C@H](CSCc1ccccc1)N1Cc2ccccc2C1=O	x	16%	x	-3%	3%	x	2.4%	0%

#	Compound	SMN2 splice enh	NPSR antagonist	Luc counter	RECQ1 inh	RGS12 GoLoco inh	IMPase Li inh	Epigenetic derep	KDM4E inh
33	COc1cccc(OCC(=O)NN=C2c3ccccc3-c3ccccc32)c1	11%	-9%[46.1 µM]	-6%	-3%	-3%	7%[38.3 µM]	2.5%	-1%
34	O=[N+]([O-])c1ccc(O)c(C=Nc2ccc3nc(-c4ccccc4)[nH]c3c2)c1	10%[1.84 µM]	-20%	-12%	-26%	23%	-14%	-0.9%	u
35	COCCn1c(=O)[nH]c(=O)c2cc(C(=O)c3cc(OC)ccc3O)cnc21	12%[1.84 µM]	6%	0%	-2%	5%	8%	0.9%	1%
36	COCC(=O)N1CCC(n2nnc3cc(F)ccc32)CC1	-6%	-1%[46.1 µM]	-1%	i	3%	13%[38.3 µM]	-1.1%	3%
37	COc1ccc(C2CC(c3cccs3)=NN2C(=O)COC(=O)C2CCCCC2)cc1OC (stereo unspecified)	-8%	-43%	-1%	i	0%	3%	-1.9%[10.1 µM]	u
38	CS(=O)(=O)NCc1ccc(C(=O)NC2CCCCC2)cc1	0%	5%[46.1 µM]	-2%	4%	2%	14%[38.3 µM]	-1.0%	-7%
39	COC(=O)c1cc(NS(=O)(=O)c2ccc(N3CCC(C)CC3)c([N+](=O)[O-])c2)cc(C(=O)OC)c1	10%	-6%	1%	-12%	-1%	2%	-1.0%	-1%
40	COC(=O)[C@@]1(Cc2ccccc2)[C@H]2c3cc(C(=O)N4CCCC4)n(CCO)c3C[C@H]2CN1C(=O)c1ccccc1	-3%	x	-3%	-6%	5%	-4%	0.3%	-26%

#	Compound	SMN2 splice enh	NPSR antagonist	Luc counter	RECQ1 inh	RGS12 GoLoco inh	IMPase Li inh	Epigenetic derep	KDM4E inh
41	CC(C)(C)C(=O)CNCC(=O)C(C)(C)C	4%	16%	-1%	i	3%	-5%	-1.5%	1%
42	O=C(N/N=C/C=C\c1ccccc1[N+](=O)[O-])c1ccncc1	-27%	-39%	0%	-7%	-1%	3%	2.9%	-6%
43	COc1cc([N+](=O)[O-])ccc1NC(=O)COC(=O)c1n[nH]c2ccccc12	-12%	-17%	-4%	-4%	7%	5%	2.1%	7%
44	NCCCC[C@@H]1NC(=O)c2cc([N+](=O)[O-])cc(F)c2NCCCC[C@@H](C(N)=O)NC(=O)[C@H](CCC(N)=O)NC1=O	13%	4%	9%	-5%	4%	5%	-1.0%	0%
45	CCN(CC)CCCn1c(-c2ccccc2)nc2c(N3CCOCC3)nc(C)nc21	-8%	x	-4%	-1%	3%	0%	1.6%	u
46	CCC(C)[C@H](NC(=O)NCc1ccccn1)C(=O)OC (stereo partly specified)	-4%	-10%[46.1 µM]	-3%	i	9%	-17%[38.3 µM]	-4.4%	3%
47	COC(=O)c1cc(OC)c(OC)cc1N=CC1=C(O)CC(C)(C)CC1=O	-6%	-12%[46.1 µM]	-2%	-9%	0%	15%[38.3 µM]	0.8%	6%
48	Cc1cc(C)c(S(=O)(=O)NCc2cn3c(C)csc3n2)cc1C	1%	-4%[46.1 µM]	-3%	i	-160%	-9%[38.3 µM]	1.0%	4%

#	Compound	SMN2 splice enh	NPSR antagonist	Luc counter	RECQ1 inh	RGS12 GoLoco inh	IMPase Li inh	Epigenetic derep	KDM4E inh
49	Cc1ccccc1Cn1ccc(NC(=O)c2cc3nc(-c4ccco4)cc(C(F)(F)F)n3n2)n1	-16%	-6%[46.1 µM]	-1%	-1%	5%	-1%[38.3 µM]	0.9%	u
50	Cn1cccc1C(=O)NC(=O)COC(=O)c1cc(Cl)ccc1[N+](=O)[O-]	x	-17%	x	21%	16%	x	6.4%	-9%
51	O=C(COC(=O)C1=COCCO1)Nc1cccc(Oc2ccccc2)c1	-21%	-10%[46.1 µM]	2%	-8%	1%	23%[38.3 µM]	2.8%	-4%
52	CCc1ccc(NC(=S)N2CCCCCCC2)cc1	16µM*	-4%	1%	-2%	5%	14%	-1.6%	11%
53	CC1=C(C#N)C(NC(=O)c2ccc(C)cc2)(C(F)(F)F)C(=O)N1 (stereo unspecified)	2%	-11%[46.1 µM]	-2%	-4%	-3%	21%[38.3 µM]	1.3%	7%
54	COc1ccc(-c2noc(CCC(=O)NCc3cc(Br)ccc3OC)n2)cc1	-22%	-26%[46.1 µM]	2%	i	0%	-3%[38.3 µM]	-1.8%	11%
55	c1cnc(NC2C3CC4CC(C3)CC2C4)nc1 (stereo unspecified)	26%	1%[46.1 µM]	-4%	13%	3%	28%[38.3 µM]	-1.0%	-3%
56	COc1ccc(C(=O)CSc2nc3c(c(=O)n(C)c(=O)n3C)n2C)cc1	-14%	1%	-7%	i	17%	5%	-0.2%	-6%

Source: PubChem (National Center for Advancing Translational Sciences (NCATS))
